OXTR potentiator – human OXTR potentiators, primary screen, fluorescence, CHO-OTR cells, Fluo-8 calcium; Oxytocin receptor (Homo sapiens), P30559; Fluo-8 calcium fluorescence, potentiator mode; 0% = oxytocin EC15, 100% = EC100; activation, % at 3 µM; 0.061% of 320,000 active; AID 2445, 2010;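 active = activation above that plate's cutoff, the mean activation of tested compounds plus 3 SD, cut at about 6.6% in these data, passing the limit was not always enough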;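 note: 100% uses oxytocin at 75 nM as the full agonist control; some results filed as inactive read as strong as hits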
Target sequence (P30559 whole entry, looked up): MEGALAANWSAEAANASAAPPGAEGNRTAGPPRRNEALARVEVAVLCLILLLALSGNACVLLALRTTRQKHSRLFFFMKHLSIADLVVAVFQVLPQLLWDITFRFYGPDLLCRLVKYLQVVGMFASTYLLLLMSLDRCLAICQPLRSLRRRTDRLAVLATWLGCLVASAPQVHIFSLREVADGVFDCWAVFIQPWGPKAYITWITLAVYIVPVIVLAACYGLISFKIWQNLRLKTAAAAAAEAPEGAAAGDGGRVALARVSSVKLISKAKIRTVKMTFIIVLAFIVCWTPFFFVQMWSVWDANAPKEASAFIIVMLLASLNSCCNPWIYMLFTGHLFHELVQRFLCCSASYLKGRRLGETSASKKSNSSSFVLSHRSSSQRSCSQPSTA
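System: human OTR in CHO cells / Also added: sub-maximal oxytocin, roughly EC15 / Control set: EC15 oxytocin low, 75 nM oxytocin high / Schedule: 6 min compound pre-incubation at room temperature, 100 s kinetic read / Compound: single-point 3.0 µM / Replication: singlicate / Technique: Fluo-8 calcium dye fluorescence / Read-out basis: % activation of max/min ratio relative to oxytocin controls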
MEKK2mut PB1 HTS – MEK5 binding signal on mutant MEKK2 PB1, primary screen, biochemical, multiplex bead flow cytometry, Alexa488-MEK5. Alexa488-MEK5 binding to MEKK2 mutant. percent response, % at 10 µM. 0.35% of 290,000 active. AID 1530, 2009; in the data active = percent response above about 24%, passing the limit was not always enough; note: inactives centre near 1; some results filed as inactive read as strong as hits
MEKK2wt PB1 HTS – modulators of MEK5 binding to wildtype MEKK2, primary screen, biochemical, multiplex bead flow cytometry, Alexa488-MEK5; Mitogen-activated protein kinase kinase kinase 2 (Homo sapiens), Q9Y2U5; Alexa488-MEK5 binding to MEKK2 WT; actives lie on both sides; binding response (% of control), % at 10 µM; 1.1% of 290,000 active; AID 1531, 2009; in the data active = binding response below about 67% or above about 130%
GPR7 antag – GPR7 receptor antagonists, primary screen, cell-based, fluorescence, single concentration; GPR7-expressing cells, fluorescence antagonist assay; inhibition, % at 4.4 µM; 1.1% of 290,000 active; in the data active = inhibition above about 16%, passing the limit was not always enough;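 note: cells stimulated with the agonist NPW; 0% = agonist with vehicle and 100% = vehicle without agonist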
Target sequence (P48145 whole entry, looked up): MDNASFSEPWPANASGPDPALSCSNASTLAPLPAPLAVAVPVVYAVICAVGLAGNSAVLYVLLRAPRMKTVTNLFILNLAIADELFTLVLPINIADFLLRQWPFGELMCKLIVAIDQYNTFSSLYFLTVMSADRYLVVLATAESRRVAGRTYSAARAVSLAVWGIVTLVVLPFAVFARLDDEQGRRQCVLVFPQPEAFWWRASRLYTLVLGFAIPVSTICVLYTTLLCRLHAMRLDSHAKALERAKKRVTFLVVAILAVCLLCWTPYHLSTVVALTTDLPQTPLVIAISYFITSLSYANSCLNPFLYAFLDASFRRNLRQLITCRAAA
V1R ag counter – agonists of human V1a receptor, primary screen, counter-screen for OXTR agonist project, fluorescence, CHO-V1R cells | Vasopressin V1a receptor (Homo sapiens), P37288 | Fluo-8 calcium fluorescence, agonist mode; 0% DMSO, 100% 3 nM vasopressin | activation, % at 3 µM | 0.25% of 320,000 active;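 active = activation above the mean activation of all tested compounds plus 3 SD, per screening run, cut at about 20% in these data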;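 note: signal is peak over basal fluorescence ratio across a 100 second FLIPR read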
M18AAP inhibitor – PfM18AAP inhibitors, malaria aminopeptidase, primary screen, biochemical, QFRET, recombinant enzyme; H-Glu-NHMec fluorogenic cleavage; inhibition, % at 7.35 µM; 1.2% of 290,000 active; AID 1822, 2009;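 active = inhibition above the campaign mean inhibition over all tested compounds plus 3 SD, cut at about 28% in these data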;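 note: 0% = plate median of test compound wells and 100% = 2 mM ZnCl2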
NALP1 yeast inh – NALP1 inflammasome inhibitors in reconstituted yeast, colorimetric, S. cerevisiae, triplicate retest; S. cerevisiae NALP1/ASC/caspase-1 growth, X-gal OD620, 72 h; inhibition, % at 10 µM; 0.61% of 280,000 active; in the data active = inhibition mostly above about 24%, no sharp cut-off; inactive = mostly below about 32%; note: some compounds called inactive have numbers as strong as hits
OXTR agonist – human OXTR agonists, primary screen, fluorescence, CHO-OTR cells, Fluo-8 calcium. Oxytocin receptor (Homo sapiens), P30559. activation, % at 3 µM. Fluo-8 calcium fluorescence; normalized: DMSO 0%, oxytocin 100%. 0.32% of 320,000 active;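 active = activation above the mean of all tested compounds plus 3 SD, cutoff set per screening run, cut at about 20% in these data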;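 note: peak over basal fluorescence ratio from a 100 s FLIPR kinetic read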
GalR3 antagonist – GalR3 antagonists in HEK293 cells, primary screen, cell-based, fluorescence readout; Galanin receptor type 3 (Homo sapiens), O60755; HEK293 GalR3-CNG cAMP membrane potential fluorescence; galR3 body fused to GalR1 C-terminus; inhibition, % at 3 µM; 0.44% of 360,000 active; AID 651719, 2012;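 active = inhibition above the screen-wide average plus 3 SD, cut at about 13% in these data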;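 note: forskolin and galanin both at EC90 stimulate the cells; cAMP rise reported by CNG channel membrane potential dye signal; 0% = forskolin plus galanin with DMSO and 100% = forskolin alone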
Target sequence (O60755 1-299 limits assumed): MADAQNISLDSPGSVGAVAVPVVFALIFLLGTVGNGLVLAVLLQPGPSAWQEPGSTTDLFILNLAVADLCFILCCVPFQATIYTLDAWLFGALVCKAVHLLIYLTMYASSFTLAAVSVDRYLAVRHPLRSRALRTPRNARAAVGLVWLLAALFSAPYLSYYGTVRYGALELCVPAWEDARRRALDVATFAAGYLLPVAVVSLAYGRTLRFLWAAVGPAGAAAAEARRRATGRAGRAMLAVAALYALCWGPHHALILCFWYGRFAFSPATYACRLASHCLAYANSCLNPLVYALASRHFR
An asterisk follows results filed as active; . = not tested or not shown.

SMILES	OXTR potentiator	MEKK2mut PB1 HTS	MEKK2wt PB1 HTS	GPR7 antag	V1R ag counter	M18AAP inhibitor	NALP1 yeast inh	OXTR agonist	GalR3 antagonist
CC(C)Cn1c(-c2ccc(Br)cc2)c[nH]c1=S	-23.6	-14.0	102.0	5.4	34.8*	-3.9	-0.8	8.5	-4.1
COc1ccccc1C(=O)OCC(=O)NCCNC(=O)COC(=O)c1ccccc1OC	1.1	4.0	102.0	1.6	-0.6	5.9	-2.2	-0.8	-3.2
CC12CC(c3ccccc3O1)N(C(=O)c1ccc(Br)o1)C(=O)N2c1ccccc1 (configuration not stated)	-1.4	1.0	102.0	0.8	-0.6	-9.8	11.0	-1.6	-0.5
C/C(=N/NC(=O)c1nnn(-c2nonc2N)c1-c1ccccc1)c1ccncc1	-3.2	-3.0	99.0	-4.9	3.1	1.9	19.5	0.7	-9.0
NC(=S)N/N=C/c1ccc2cccc(OCc3ccccc3)c2n1	-4.7	5.0	101.0	-35.1	4.2	43.5*	4.2	-0.3	-7.7
CCOC(=O)c1nn(-c2ccc(C)cc2)c(=O)cc1OCC(=O)Nc1cccc(C)c1	-7.2	.	.	.	-1.0	.	.	-2.2	-6.4
Cc1cc(CNC(=O)c2cccc3c2C(=O)c2ccc(-c4ccc(F)cc4OCc4ccccc4)cc2S3(=O)=O)c(C(F)(F)F)o1	-5.0	.	.	.	-0.2	.	.	0.5	-4.6
COC(=O)c1sc(NC(=O)c2cnccn2)c(C(=O)OC)c1C	-19.7	-1.0	100.0	-6.7	1.3	-11.1	.	3.1	.
CCN(CC)c1ncnc2c1sc1nc(N3CCOCC3)c3c(c12)CCC3	.	1.0	99.0	-3.1	.	-13.2	2.6	.	.
COc1ccc(S(=O)(=O)N2CCCCC2)cc1NC(=O)c1ccc(Cl)nc1	-4.9	.	.	.	4.5	.	.	1.6	-6.5
COc1ccc(/C=C/C(=O)NNc2c(F)c(F)cc(F)c2F)cc1OC	-1.1	14.0	103.0	-1.4	3.8	26.1	21.7	0.6	-2.6
CCc1nc(SCC(=O)NNC(=O)c2ccc(C)cc2)c2ccccc2n1	-0.4	1.0	100.0	-12.1	-0.1	-0.8	-13.0	-2.1	-5.0
COCCN1C(=O)C(=O)/C(=C(/O)c2cccc(OC)c2)C1c1ccco1 (configuration not stated)	-6.4	3.0	111.0	8.9	0.1	0.1	-1.0	0.0	-1.6
Cc1ccc(O)c(CNc2cccc(C)n2)c1	.	-1.0	102.0	9.8	.	1.3	31.6	.	-2.2
C/C=C/c1ccc(OCCCNC(C)CC)c(OC)c1 (configuration not stated)	-6.9	8.0	122.0	-4.2	0.3	7.7	-0.1	2.3	-4.1
COc1ccc(-c2cc(C(=O)N3CCOCC3)no2)cc1OC	-4.9	7.0	102.0	-3.1	-0.3	-7.8	2.5	0.1	-6.7
CCc1ccccc1NC(=O)CC(=O)Nc1ccccc1CC	-1.7	-8.0	81.0	2.4	-0.2	-8.2	17.6	0.1	-6.9
COc1ccc(N2CCN(C(=O)CSc3nnc(-c4cccnc4)n3-c3ccc(F)cc3)CC2)cc1	-7.3	-3.0	97.0	-2.8	-0.6	5.0	10.4	-1.0	-3.8
CC1=CC(=C2C=CC(=O)C=C2)C=C(C)N1C	.	-5.0	100.0	-6.9	.	2.3	14.5	.	-5.8
COc1ccc(CCNC(=O)C2CCC(=O)N2S(=O)(=O)c2ccc(C)cc2)cc1 (configuration not stated)	-14.7	1.0	105.0	1.8	-1.6	0.8	2.7	-0.6	-7.8
CCOC(=O)c1c(NC(=O)COC(=O)c2cnccn2)sc(C)c1C	-2.6	.	.	.	-1.6	.	.	-2.6	-2.5
CC(C)CC(=O)Nc1nnc(S(=O)(=O)N2c3ccccc3CC2C)s1 (configuration not stated)	-7.5	0.0	101.0	6.8	-0.3	3.0	20.6	-0.1	1.8
Cc1ccc(C)c(NC(=S)N(C2CCCCC2)C(C)c2cccnc2)c1 (configuration not stated)	3.2	-1.0	100.0	-4.3	0.2	0.0	.	1.0	-1.7
O=S(=O)(CS(=O)(=O)c1ccc(Cl)cc1)c1ccc(Cl)cc1	-3.3	-2.0	89.0	8.9	-0.5	1.2	.	-2.5	-0.8
Nc1c(C(=O)NCCc2ccccc2)nnn1Cc1ccc(Cl)cc1	-16.4	-3.0	93.0	13.8	5.0	-2.1	-4.3	5.2	1.8
COc1ccc2ccc(OCC(=O)Nc3cc(C)on3)cc2c1	2.0	.	.	.	-0.5	.	.	0.0	0.7
Cc1ccc(-c2noc(CNc3ccccc3)n2)cc1	-4.7	3.0	98.0	-17.8	-0.5	1.4	-18.4	-0.2	-5.9
CCCOc1ccc(NC(=O)c2c(-c3ccccc3)noc2C)cc1	1.9	4.0	108.0	-11.0	-0.4	2.7	-3.5	0.3	-1.6
COc1ccc(C(=O)Nc2ccccc2C(=O)O)cc1Cl	-1.9	0.0	105.0	6.0	1.5	2.0	20.5	-1.1	1.4
O=c1sc2ccccc2c(N2CCCCC2)c1[N+](=O)[O-]	-22.4	8.0	102.0	-15.0	0.1	8.8	-3.5	-0.6	0.7

Single records, from the list above. Order of screens: OXTR potentiator | MEKK2mut PB1 HTS | MEKK2wt PB1 HTS | GPR7 antag | V1R ag counter | M18AAP inhibitor | NALP1 yeast inh | OXTR agonist | GalR3 antagonist
Record of `COCCN1C(=O)C(=O)/C(=C(/O)c2cccc(OC)c2)C1c1ccco1` (configuration not stated) → -6.4 | 3.0 | 111.0 | 8.9 | 0.1 | 0.1 | -1.0 | 0.0 | -1.6
Record of `O=S(=O)(CS(=O)(=O)c1ccc(Cl)cc1)c1ccc(Cl)cc1` → -3.3 | -2.0 | 89.0 | 8.9 | -0.5 | 1.2 | . | -2.5 | -0.8

Other entries follow.
SMILES	OXTR potentiator	MEKK2mut PB1 HTS	MEKK2wt PB1 HTS	GPR7 antag	V1R ag counter	M18AAP inhibitor	NALP1 yeast inh	OXTR agonist	GalR3 antagonist
CCc1cc(=O)[nH]c(SCc2cccc3ccccc23)n1	-1.4	-2.0	100.0	14.7	0.3	0.7	27.8	0.0	.
CCC(NC(=O)Cc1cccs1)c1ccccc1 (configuration not stated)	-12.3	2.0	102.0	-12.3	-0.8	-7.7	.	-0.9	-3.6
Cc1ccc(S(=O)(=O)N(C)c2ccc(OC(=O)c3cccs3)cc2)cc1C	-6.3	.	.	.	0.7	.	.	0.8	-4.3
CCCCSc1nc2c(cc1C#N)CCC2	0.2	2.0	100.0	-5.5	-0.4	5.1	30.2	-1.3	-5.3
Cc1ccc(CCN2CC(C(=O)NCCN3CCOCC3)CC2=O)cc1 (configuration not stated)	-9.4	10.0	101.0	-8.1	0.9	-3.0	2.2	0.3	-1.1
CN(CC(=O)Nc1ccccc1Cl)C(=O)CSc1nnc(-c2ccco2)o1	0.6	-2.0	99.0	6.2	0.2	-1.6	3.4	-0.8	-4.4
Cc1ccccc1NC(=O)CCC(=O)N/N=C/c1ccc(F)cc1	-17.9	2.0	94.0	-12.1	-1.2	0.1	-12.5	-1.8	-6.5
COc1ccc(Cl)cc1NS(=O)(=O)N1CCOCC1	-8.9	3.0	101.0	-9.5	0.2	-7.4	27.7	0.6	-0.7
COc1ccc(N2C(=O)C(CC(=O)Nc3ccc(Cl)cc3)N(NC(=O)c3cccc(F)c3)C2=S)cc1 (configuration not stated)	-5.1	-1.0	98.0	-3.9	1.1	4.2	.	1.6	-11.2
CC1CCN(c2ccc(-c3ccc(NC(=O)c4ccco4)cc3)nn2)CC1	-3.1	.	.	.	0.4	.	.	-0.6	-3.3
Cc1cc(=O)[nH]c(N/N=C/C2=C(N3CCOCC3)C(=C\c3ccc(Cl)cc3)/CC2)n1	-0.5	2.0	112.0	-5.0	1.0	2.7	27.7	-0.1	-1.1
Cc1ccccc1-c1nnn(Cc2ccc(-c3nn[nH]n3)cc2)n1	-1.5	0.0	103.0	6.8	1.0	-6.0	5.8	1.3	-0.6
N#CCCN(Cc1cccs1)C(=O)Nc1ccc(F)cc1	-2.8	-22.0	92.0	-6.7	0.5	-3.1	.	-0.6	-0.9
COc1ccc(C(=O)CN2C(=O)c3ccccc3S2(=O)=O)cc1	-5.5	-6.0	88.0	-9.9	1.3	4.5	10.6	-0.1	1.4
COCC(=O)n1nc(-c2ccccc2)nc1NCc1cccs1	.	1.0	103.0	-4.2	.	-4.2	27.0	.	-1.2
CC(=O)N1c2ccc(F)c(F)c2C[C@H]1C	-4.1	.	.	.	0.4	.	.	2.2	-5.6
C(/C=C/c1ccccn1)=C\c1ccccc1	-1.2	.	.	.	0.2	.	.	-1.2	-1.8
CCNC(=O)CCc1nc(-c2ccc(C(C)(C)C)cc2)no1	-15.9	3.0	103.0	-0.7	7.7	2.3	-8.8	8.0	-1.6
O=C(COC(=O)c1ccc(Br)o1)NCc1ccc(F)cc1	-6.7	.	.	.	-1.1	.	.	-1.1	-6.5
CC(C)[C@@H](C(=O)NC1CCCC1)N1C(=O)N2CCc3c([nH]c4ccccc34)[C@@]2(C)C1=O	-5.8	-1.0	96.0	10.9	-0.7	4.1	19.4	-2.2	-2.0
CCOc1ccc(Br)cc1S(=O)(=O)Nc1ccc(S(=O)(=O)Nc2cc(C)on2)cc1	2.5	.	.	.	-0.3	.	.	0.3	-3.5
COC(=O)C(Cc1ccccc1)NS(=O)(=O)c1ccc(F)cc1Br (configuration not stated)	-5.9	4.0	97.0	.	-0.7	.	-5.4	-0.8	-4.0
CCOC(=O)c1csc(N/N=C2\CCc3ccccc32)n1	-11.3	-3.0	92.0	1.2	0.3	4.4	-2.0	-0.6	-9.7
CN(CC(=O)NCc1ccc(Cl)cc1)S(=O)(=O)c1cccc2cccnc12	0.3	3.0	104.0	-8.1	0.4	5.1	-6.7	0.1	-1.9

High-throughput results: PubChem, several laboratories
